Source: PubChem BioAssay
STAT1 blocker: STAT1 signaling inhibitors, primary screen, cell-based, HTS, luciferase reporter; NIH 3T3 STAT1-luciferase reporter, IFN-gamma, luminescence; inhibition, % at 5.5 µM; 200,000 compounds, 0.35% hits; AID 920, 2007;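 active = inhibition above a set limit, the mean inhibition across all tested compounds plus 3 SD, cut at about 34% in these data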;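 also: 0% = IFN-gamma with DMSO and 100% = IFN-gamma with 300 µM nifuroxazide; values of inactives mirror those of a sister screen read the other way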
STAT1 act: STAT1 signaling activators, primary screen, cell-based, HTS, luciferase reporter; 200,000 compounds, 2.6% hits; NIH 3T3 STAT1-luciferase reporter, IFN-gamma, luminescence; 100% = IFN-gamma alone, no compound; activation (% of control), % at 5.5 µM;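 active = activation above the screen-wide mean activation plus 3 SD, cut at about 130% in these data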;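 also: raw ratio to IFN-gamma control signal so 100% means no change and 0% no light; values of inactives mirror those of a sister screen read the other way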
Diaph inh CS: diaphorase inhibitors and chemical oxidizers, primary screen, counter-screen for diaphorase-coupled primary assays, biochemical, uHTS, resorufin fluorescence. diaphorase resazurin-to-resorufin fluorescence, NADH, 16 min; bacterial (C. kluyveri) enzyme, not human. AID 1217, 2008. inhibition, % at 20 µM. 190,000 compounds, 0.69% hits;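 active = primary screen inhibition at 20 µM above a set limit, cut at about 50% in these data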;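 also: plate controls were DMSO with full reaction for no effect and wells lacking NADH for full effect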
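System: Diaphorase enzyme from Clostridium kluyveri | Amount: Enzyme working solution with 0.14 U/mL diaphorase | Benchmarks: No-NADH positive control and DMSO neutral control | Signal: Fluorescence of resorufin formed from resazurin, Ex 544/Em 590 nm | Schedule: 16-min room-temperature incubation before reading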
STAT3 activator: IL-6 driven STAT3 reporter potentiators, primary screen, U3A cells, luciferase, luminescence, MLSCN library | 190,000 compounds, 0.91% hits | IL-6 STAT3-luciferase reporter; 100% = signal with IL-6 EC80 alone | activation (% of control), % at 5.6 µM;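 active = activation above the screen-wide mean of compound activation plus 3 SD, cut at about 130% in these data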;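 also: 0% = background luminescence of wells with medium and substrate only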
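Assay system – human STAT1-deficient U3A cells with stable STAT3-luciferase reporter · Also added – IL-6 (33 ng/mL) · Schedule – compound 1 h, then IL-6 6 h at 37 °C · Technique – reporter luminescence signal · Evaluation – % activation versus median of IL-6-stimulated wells · Benchmarks – IL-6-only wells as 100% reference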
APP 5UTR inh: inhibitors of APP translation via 5'UTR reporter, primary screen, APP 5'UTR luciferase, SH-SY5Y cells; SH-SY5Y APP 5'UTR-luciferase reporter, luminescence; inhibition, % at 2 µM; 190,000 compounds, 0.82% hits; AID 1285, 2008;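 active = inhibition above a set limit, derived from the sample mean plus 3 SD, cut at about 45% in these data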; also: values of inactives mirror those of a sister screen read the other way
Diaph act CS: compounds boosting diaphorase resazurin reduction – biochemical, uHTS, resorufin fluorescence, counter-screen for diaphorase-coupled primary assays, primary screen; activation factor at 20 µM; Diaphorase/resazurin coupled assay, 16 min; hits give high values; 1 = vehicle wells, 0 = NADH-free wells; 190,000 compounds, 0.005% hits; AID 1229, 2008;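 active = diaphorase activity raised at least twofold by the compound at 20 µM; inactive = activation factor below 2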
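Measured by – red resorufin fluorescence at 544/590 nm excitation/emission · Test system – Clostridium kluyveri diaphorase, purified enzyme · Incubation – reaction time 16 min, room temperature · Buffer or medium – 50 mM HEPES pH 7.4 with 4.542 mM MgCl2, 0.005% Tween 20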
Hsp70 act: Hsp70 transcriptional activators, primary screen, cell-based, HeLa, Hsp70 promoter luciferase, luminescence, 10 µM. HeLa Hsp70 promoter luciferase reporter; scaled: vehicle 0, proteasome-inhibitor control 100%. 200,000 compounds, 0.04% hits. activation, % at 10 µM;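 active = activation above the mean across all tested compounds plus 3 SD, cutoff set per campaign, cut at about 5.5% in these data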;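 also: 100% = MG132 at 30 µM as the positive control and 0% = DMSO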
STAT3 blocker: IL-6 driven STAT3 reporter inhibitors, primary screen, U3A cells, luciferase, luminescence, MLSCN library. 190,000 compounds, 0.89% hits. IL-6 STAT3-luciferase reporter; host cell line lacks STAT1. inhibition, % at 5.5 µM;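 active = inhibition above the mean inhibition across all screened compounds plus 3 SD, cut at about 44% in these data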;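 also: 0% = DMSO only wells and 100% = 100 µM nifuroxazide control wells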
G6PDH counter: L. mesenteroides G6PDH inhibitors, counter-screen for G6PDH-coupled screening assays, biochemical, Leuconostoc mesenteroides enzyme; Purified L. mesenteroides G6PDH, diaphorase/resazurin coupled fluorescence, 45 min; AID 1020, 2008; inhibition, % at 5 µM; 200,000 compounds, 0.12% hits; in the data active = inhibition above about 50%
TLR4-MyD88 BLA: inhibitors of TLR4-MyD88 association in cells, primary screen, cell-based, HeLa CL3-4, BLA complementation, FRET ratio | Toll-like receptor 4 (Homo sapiens) + Myeloid differentiation primary response protein … | HeLa CL3-4 TLR4/MyD88 BLA complementation | inhibition, % at 8.4 µM | 200,000 compounds, 0.18% hits | AID 861, 2007; in the data active = inhibition above about 25%;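 also: 0% = vehicle and 100% = reference inhibitor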
Target sequence (O00206 whole entry, looked up): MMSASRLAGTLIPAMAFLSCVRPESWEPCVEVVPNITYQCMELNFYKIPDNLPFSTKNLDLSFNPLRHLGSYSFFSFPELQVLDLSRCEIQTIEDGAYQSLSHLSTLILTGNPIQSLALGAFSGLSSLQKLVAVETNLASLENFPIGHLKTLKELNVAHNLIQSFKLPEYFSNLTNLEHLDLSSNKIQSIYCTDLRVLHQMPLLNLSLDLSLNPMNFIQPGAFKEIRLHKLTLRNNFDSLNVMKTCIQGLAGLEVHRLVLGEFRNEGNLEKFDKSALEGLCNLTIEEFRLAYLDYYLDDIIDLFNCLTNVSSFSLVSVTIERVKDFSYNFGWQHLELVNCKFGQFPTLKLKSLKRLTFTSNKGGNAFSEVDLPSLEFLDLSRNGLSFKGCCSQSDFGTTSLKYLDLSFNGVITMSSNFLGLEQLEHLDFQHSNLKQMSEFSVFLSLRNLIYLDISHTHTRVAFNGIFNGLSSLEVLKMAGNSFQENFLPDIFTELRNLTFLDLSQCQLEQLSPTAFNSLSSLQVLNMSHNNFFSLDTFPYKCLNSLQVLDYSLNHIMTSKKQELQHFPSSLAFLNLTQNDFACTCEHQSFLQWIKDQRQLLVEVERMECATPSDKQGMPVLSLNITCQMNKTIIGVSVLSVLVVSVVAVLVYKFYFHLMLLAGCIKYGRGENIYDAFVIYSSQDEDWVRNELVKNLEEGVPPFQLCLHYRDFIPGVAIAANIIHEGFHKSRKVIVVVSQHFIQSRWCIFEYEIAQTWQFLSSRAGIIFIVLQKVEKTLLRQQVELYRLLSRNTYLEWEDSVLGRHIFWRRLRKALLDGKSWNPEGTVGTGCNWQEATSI
Target sequence (Q99836 whole entry, looked up): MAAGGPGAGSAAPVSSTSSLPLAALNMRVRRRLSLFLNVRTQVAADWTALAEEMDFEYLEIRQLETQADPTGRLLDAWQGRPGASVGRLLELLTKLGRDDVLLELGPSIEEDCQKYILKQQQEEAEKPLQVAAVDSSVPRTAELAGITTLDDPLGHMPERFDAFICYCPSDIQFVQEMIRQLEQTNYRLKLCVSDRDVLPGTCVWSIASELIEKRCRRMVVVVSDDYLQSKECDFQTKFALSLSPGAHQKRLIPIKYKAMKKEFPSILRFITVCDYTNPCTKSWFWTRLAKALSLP
* = called active by the depositor. Compounds as they come. About 6.1% of those tested had a hit in this group.

Molecule	Diaph inh CS	APP 5UTR inh	STAT3 blocker	TLR4-MyD88 BLA	STAT3 activator	Hsp70 act	STAT1 act	G6PDH counter	Diaph act CS	STAT1 blocker
COc1ccc(-n2nc(C(=O)NCC(=O)NCc3ccco3)c3ccccc3c2=O)c(OC)c1	16.9	3.8	18.0	3.1	89.2	-0.2	95.9	5.0	0.8	4.4
C=CCNC(=S)Nc1ccc(C)c(S(=O)(=O)N2CCCCC2)c1	17.1	-8.3	6.0	-18.6	102.1	-0.1	73.0	7.5	0.8	28.9
CC(C)C(=O)Nc1nnc(Cc2ccccc2)s1	7.7	14.5	5.0	-8.3	96.4	0.7	99.3	3.1	0.9	0.8
O=C(COC(=O)/C=C/c1cccs1)NC1CC1	1.3	12.9	7.1	8.2	97.4	-0.3	98.6	9.5	1	1.2
c1ccc(-c2nc3ccccc3c3nncn23)cc1	10.6	-8.2	2.9	-1.9	101.8	0.0	102.2	-0.2	0.9	-2.5
CC(C)(C)n1nnnc1C(c1cccs1)N1CCCc2ccccc21 (centres undefined)	9.5	-31.2	3.4	5.2	102.3	-0.2	103.4	11.2	0.9	-3.7
CCS(=O)(=O)N1CCCC(C(=O)NCCc2ccccc2)C1 (centres undefined)	10.6	0.4	8.8	3.6	97.2	-0.3	98.8	-3.0	0.9	1.3
CN(C)C(C)(C)C#CCCCCC#CC(C)(C)N(C)C	-3.1	-4.8	-2.4	-3.5	101.8	-0.2	96.0	7.6	1	4.4
NC(=O)c1nsc(C(=O)N(CC(=O)NCc2ccc3c(c2)OCO3)C2CCCC2)c1N	-4.0	6.8	7.3	6.8	102.2	-0.5	106.7	3.1	1	-7.4
FC(F)(F)c1nnc2sc(-c3ccccn3)nn12	2.2	-3.2	6.5	-1.1	99.0	-0.1	113.4	-4.8	1	-14.6
CN1CCN(C(=O)c2ccccc2Nc2ccc(SC(F)F)cc2)CC1	19.5	8.5	8.2	-2.2	94.4	-0.1	91.5	3.0	0.8	8.1
C=CCn1cc(/C=N/N2C(=O)C3C4C=CC(C4)C3C2=O)c2ccccc21 (centres undefined)	7.2	-10.6	-11.7	-5.0	119.2	-0.3	100.4	-1.8	0.9	-2.5
Cc1ccc(S(=O)(=O)Nc2ccc3ncccc3c2)cc1	12.3	-3.9	49.6*	-9.8	61.9	-0.4	82.1	3.0	0.9	19.5
Nn1c(SCC(=O)N2CCOCC2)nnc1-c1ccco1	13.3	11.7	4.8	-7.3	99.0	-0.3	105.9	6.9	0.9	-6.6
COc1ccccc1CNC(=O)c1cn(C)c2ccc(S(=O)(=O)N3CCCC3)cc2c1=O	8.7	-11.4	-3.9	-10.4	106.5	-0.1	94.2	5.1	0.9	4.4
Cc1ccccc1NS(=O)(=O)c1ccc(OCC(=O)NCc2ccccn2)cc1	8.9	7.4	12.5	5.3	94.2	0.1	88.4	2.7	0.9	13.0
CCC(=O)N1CCN(C(=O)CC)C1c1ccccc1	2.7	-6.7	6.9	7.7	97.3	0.3	94.1	6.7	1	6.5
COCC(C)NCc1ccc(C)cc1C (centres undefined)	18.5	-10.9	4.6	-9.2	97.8	1.1	90.7	7.7	0.8	10.0
O=C(NCCCNC1CCCCC1)c1ccc(/C=N/O)nc1	11.8	0.8	-3.3	-3.5	106.4	-0.3	98.8	1.2	0.9	1.3
Cn1c(N)c(C(=O)CSc2ccccn2)c(=O)n(C)c1=O	8.5	7.9	-1.1	2.5	99.6	-0.2	109.1	-1.9	0.9	-9.5
CC(=O)N/C(=C/c1ccc(OC(F)F)cc1)C(=O)O	9.5	1.0	-5.2	-18.6	102.1	-0.1	103.9	6.0	0.9	-4.4
Cc1cc2c(ncn2Cc2ccccc2)c(N)c1C	13.6	3.4	-4.6	-14.0	110.0	0.0	102.5	-2.9	0.9	-4.2
CCOC(=O)c1cnc(-n2nc(C)cc2C)nc1-n1nc(C)cc1C	10.6	6.0	-1.9	10.9	105.3	-0.3	93.9	-3.1	0.9	4.9
S=C(NCc1ccccc1)NC1CCCc2ccccc21 (centres undefined)	9.7	-7.6	-8.2	14.4	111.3	0.0	92.4	-3.8	0.9	7.0
COc1ccccc1C(=O)NNC(=O)C(=O)NC(C)(C)C	9.8	13.7	-48.2	-7.1	143.3*	-0.3	100.1	11.0	0.9	-1.8
CCN(CC)C(=O)Cn1cc(C(=O)C(=O)N2CC=C(c3ccccc3)CC2)c2ccccc21	23.3	-1.9	-6.5	0.8	108.4	-0.2	103.4	7.1	0.8	-4.9
Cc1ccccc1Cn1nc(C)c(NC(=O)c2ccccc2)c1C	13.4	-3.6	0.5	9.0	103.7	-0.1	91.8	-4.6	0.9	6.2
CN1CCC(=NNc2ccc(S(=O)(=O)N3CCOCC3)cc2[N+](=O)[O-])CC1	15.1	-5.2	-3.1	-5.4	105.0	-0.1	95.3	6.3	0.8	5.4
CC(=O)Nc1ccc(NC(=O)C2CCCN2C(=O)Nc2ccc(F)c([N+](=O)[O-])c2)cc1 (centres undefined)	0.9	-10.4	0.4	6.7	103.0	0.2	94.2	12.2	1	5.8
CCOc1ccc2[nH]c(=O)c(CN(CCCN3CCOCC3)Cc3nnnn3Cc3ccc(OC)cc3)cc2c1	9.8	11.8	1.8	-5.8	100.2	-0.1	97.8	4.3	0.9	0.8

3 structures out of the list, ordered by molecular weight, high to low.
Molecule	Diaph inh CS	APP 5UTR inh	STAT3 blocker	TLR4-MyD88 BLA	STAT3 activator	Hsp70 act	STAT1 act	G6PDH counter	Diaph act CS	STAT1 blocker
CN1CCC(=NNc2ccc(S(=O)(=O)N3CCOCC3)cc2[N+](=O)[O-])CC1	15.1	-5.2	-3.1	-5.4	105.0	-0.1	95.3	6.3	0.8	5.4
CCOC(=O)c1cnc(-n2nc(C)cc2C)nc1-n1nc(C)cc1C	10.6	6.0	-1.9	10.9	105.3	-0.3	93.9	-3.1	0.9	4.9
Cc1cc2c(ncn2Cc2ccccc2)c(N)c1C	13.6	3.4	-4.6	-14.0	110.0	0.0	102.5	-2.9	0.9	-4.2

Next section:
Molecule	Diaph inh CS	APP 5UTR inh	STAT3 blocker	TLR4-MyD88 BLA	STAT3 activator	Hsp70 act	STAT1 act	G6PDH counter	Diaph act CS	STAT1 blocker
COc1ccccc1OCC(=O)Nc1ccc(S(=O)(=O)Nc2cc(C)nc(C)n2)cc1	4.5	3.0	8.8	-3.7	97.4	0.1	95.7	13.4	1	4.7
COC(=O)Cn1cc(C(=O)C(F)(F)F)c2ccccc21	4.0	-10.9	4.9	6.8	98.7	-0.3	95.0	7.9	1	3.3
Cc1ccc(OCC(=O)Sc2ccc(C)cc2)cc1	17.0	-3.1	6.3	-1.1	100.5	0.6	103.1	-3.1	0.8	-3.3
CCOC(=O)/C(C#N)=C1/C=CN(C)C(C)=N1	-2.0	-9.1	3.8	-4.7	100.0	-0.2	94.8	7.4	1	5.7
CC(=O)c1cccc(NC(=O)c2oc(C)nc2C)c1	10.6	16.3	3.6	-2.1	100.6	0.0	103.0	-2.0	0.9	-3.3
CCOc1ccc(CN2C(=O)c3ccccc3C2C(=O)NCC2CCCO2)cc1 (centres undefined)	-2.9	-25.1	-0.4	-15.7	109.1	0.2	96.7	3.5	1	3.7
Cn1cc(CN2CCCC(CNC(=O)c3ccc4c(c3)OCO4)C2)c2ccccc21 (centres undefined)	16.4	21.0	-4.8	0.9	106.2	0.1	98.1	8.3	0.8	0.2
CN(C)C(=O)NC1CCCCCCCCCCC1	23.3	-2.9	9.1	10.7	95.6	0.0	92.0	3.0	0.8	8.8
CCCOc1ccc(C(NC(=O)CC(C)C)NC(=O)CC(C)C)cc1OC	9.1	4.8	7.9	-2.5	100.5	0.1	94.3	6.6	0.9	6.2
COc1ccc(OCCC(=O)OCC(=O)c2ccc[nH]2)cc1	12.2	-1.3	3.6	-7.1	101.3	-0.2	100.0	3.8	0.9	-1.8

STAT3 activator, entries above that show a hit.
| molecule | APP 5UTR inh | TLR4-MyD88 BLA | STAT3 activator | Hsp70 act | STAT1 act | STAT1 blocker |
| --- | --- | --- | --- | --- | --- | --- |
| COc1ccccc1C(=O)NNC(=O)C(=O)NC(C)(C)C | 13.7 | -7.1 | 143.3* | -0.3 | 100.1 | -1.8 |

Next entries
Molecule	Diaph inh CS	APP 5UTR inh	STAT3 blocker	TLR4-MyD88 BLA	STAT3 activator	Hsp70 act	STAT1 act	G6PDH counter	Diaph act CS	STAT1 blocker
O=C1N(Cc2cccc(Cl)c2)C[C@@H]2C[C@@H](c3ccsc3)N3CCC[C@@]123	14.3	-3.6	0.2	-7.6	104.9	-0.1	97.4	13.9	0.9	0.6
CC(C)Cn1c(N)c(C(=O)COC(=O)c2cc(-c3ccco3)nc3ccccc23)c(=O)n(C)c1=O	20.3	6.5	-0.9	-0.1	101.7	-0.3	96.7	-14.2	0.8	4.6
Cc1ccc(-c2csc3ncnc(SCC(=O)NCc4ccc5c(c4)OCO5)c23)cc1	25.7	1.0	4.9	4.7	96.4	-0.3	89.4	2.7	0.7	11.7
COCc1cc(C)nc(NCCO)c1C#N	-10.7	-3.5	0.5	-1.9	99.8	-0.1	101.4	7.1	1.1	-1.5
C=CCn1c(SCC(=O)C(C)(C)C)nnc1-c1ccccn1	-5.0	11.7	5.0	11.8	99.3	-0.2	103.8	2.8	1.1	-4.2
CCOc1ncccc1C(=O)OCC(=O)N1CCc2ccccc21	0.0	0.6	-22.4	9.1	126.9	-0.1	93.2	-3.3	1	6.0
O=C(CSc1n[nH]c(=O)[nH]c1=O)c1cccc([N+](=O)[O-])c1	4.2	13.2	7.2	10.6	101.0	-0.1	105.7	0.8	1	-5.9
Cc1nc2nc(-c3ccc(Cl)cc3)[nH]n2c(=O)c1C	12.8	-1.6	20.2	-11.0	85.7	0.2	123.4	-2.0	0.9	-25.4
O=C(O)Cc1ccc(-n2cccc2)cc1	-1.2	11.8	9.4	7.9	98.4	-0.2	88.0	11.4	1	12.6
